Assay outcomes: PubChem, The Scripps Research Institute Molecular Screening Center
FBW7 act = human FBW7 E3 ligase activation, primary screen; normalized activity (activation), % at 26.1 µM; hit rate 0.13% among 650,000; AlphaScreen FBW7–phospho-cyclin E peptide binding, activator screen; in the data active means normalized activity above about 1.9%;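 further: purified mutant Fbw7 with reduced substrate affinity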
Target sequence (Q969H0 whole entry, looked up): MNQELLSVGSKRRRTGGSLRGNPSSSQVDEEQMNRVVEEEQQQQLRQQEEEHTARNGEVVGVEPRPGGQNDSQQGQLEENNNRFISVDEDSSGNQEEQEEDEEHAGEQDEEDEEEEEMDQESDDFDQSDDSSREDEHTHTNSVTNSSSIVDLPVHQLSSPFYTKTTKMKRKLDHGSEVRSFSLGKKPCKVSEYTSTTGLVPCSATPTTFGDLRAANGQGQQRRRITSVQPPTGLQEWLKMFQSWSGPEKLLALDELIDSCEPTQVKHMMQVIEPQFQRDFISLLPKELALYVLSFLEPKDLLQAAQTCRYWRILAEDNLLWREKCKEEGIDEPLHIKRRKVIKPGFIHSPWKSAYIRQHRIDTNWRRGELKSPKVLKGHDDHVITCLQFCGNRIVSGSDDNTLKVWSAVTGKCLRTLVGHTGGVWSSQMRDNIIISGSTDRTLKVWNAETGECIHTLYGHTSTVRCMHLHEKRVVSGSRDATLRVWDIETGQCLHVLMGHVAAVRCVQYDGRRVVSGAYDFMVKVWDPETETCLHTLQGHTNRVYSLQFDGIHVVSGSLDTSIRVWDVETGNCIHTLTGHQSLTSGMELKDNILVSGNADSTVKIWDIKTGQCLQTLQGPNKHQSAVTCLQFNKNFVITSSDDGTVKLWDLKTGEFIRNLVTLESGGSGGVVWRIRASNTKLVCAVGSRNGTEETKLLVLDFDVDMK
MITF inh = inhibitors of human MITF; O75030; AlphaScreen MITF homodimerization, bead proximity signal; inhibition, % at 2.6 µM; hit rate 0.91% among 650,000; in the data active means inhibition above about 50%;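 further: 0% = vehicle wells with protein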
TEAD-YAP block = TEAD-YAP interaction inhibition | HEK-TIYL cells, TEAD-Gal4/YAP UAS-luciferase luminescence | inhibition, % at 9.12 µM | hit rate 1.4% among 640,000 | AID 1259422; in the data active means inhibition above about 32%;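 further: 0% = median of test compound wells and 100% = reference inhibitor wells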
GPR151 ag = human GPR151 activation. Q8TDV0. hit rate 1% among 650,000. PathHunter beta-arrestin GPR151 cells, luminescence. activation, % at 11.2 µM; in the data active means activation above about 4.9%;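 further: 0% = median of compound wells and 100% = cells with positive control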
The depositor's hits bear a star; · = no result given; & = joins results of further samples. An excerpt; count on the stated rates, not on these rows.

Compound | TEAD-YAP block | FBW7 act | MITF inh | GPR151 ag
O=C1NC(=O)N(Cc2ccccc2Cl)C(=O)/C1=C/c1cccs1 | 4 | -0.1 | 6 | -0.4
O=C(O)CC1NC2CCCCC2NC1=O (centres undefined) | -5 | 0.0 | 1 | 2.7
CCOc1ccc([C@H]2[C@H](C(=O)C34CC5CC(CC(C5)C3)C4)N3C=Cc4ccccc4[C@H]3C2(C#N)C#N)cc1 | 10 | -0.1 | 12 | 1.3
CCCCC/C(=N\O)c1c(C)[nH]c2ccccc12 | 3 | 0.5 | -5 | -0.9
O=c1oc2ccccc2c(O)c1C(c1ccc(Br)cc1)c1c(O)c2ccccc2oc1=O | 14 | 0.2 | 3 | -0.1
C/C=C(\C)C(=O)O[C@H]1CC[C@@]2(C)[C@@H]3CC[C@H]4[C@]5(O)C[C@H](O)[C@@]6(O)[C@@H](CN7C[C@@H](C)CC[C@H]7[C@@]6(C)O)[C@]5(O)C[C@@]42O[C@]13O | -5&13 | -0.1&0.3 | 11&2 | -2.6&1.3
CCOCCCNC(=O)c1c(N)n(Cc2ccccc2)c2nc3ccccc3nc12 | -8 | 0.2 | -8 | 2.4
Cc1cc(C)n(CCN2CCN(C(=O)Cc3cccs3)CC2)n1 | 0 | -0.2 | -3 | -0.6
CCOC(=O)C1C2NC(=S)N(CCOC)C1(C)Oc1ccc([N+](=O)[O-])cc12 (centres undefined) | 1 | 0.2 | -5 | 0.5
Clc1ccccc1NC1=NCCS1 | 4 | 0.0 | -3 | -0.9
COc1ccc(C(C)=O)cc1CC(C(=O)c1ccc(F)cc1)N(C)C (centres undefined) | 2 | 0.1 | -5 | 0.6
O=c1[nH]c2c(Br)c(Br)c(Br)cc2o1 | 7 | -0.1 | 5 | 0.0
N#CSCC(=O)N1c2ccccc2CCc2ccccc21 | 27 | -0.1 | -1 | -0.5
COc1ccc(-n2c(/C=C/c3cccs3)nc3ccccc3c2=O)cc1Cl | -4 | 0.0 | 2 | -0.5
Cc1cccc(CN2CCCC(C(=O)c3ccc(Cl)cc3)C2)n1 (centres undefined) | -6 | 0.1 | 11 | -0.7
Cc1ccc(N2C(=O)CC(=O)N(C)C2=S)cc1 | -8 | -0.1 | -15 | -1.3
O=C(C[N+]12CCN(CC1)CC2)N1c2ccccc2Sc2ccccc21 | -2 | -0.1 | -3 | -0.5
COc1ccccc1N1CCN(C2CCCN(C(=O)Cc3nonc3C)C2)CC1 (centres undefined) | 11 | 0.0 | 5 | 0.8
COC(=O)c1c(C)n(Cc2ccc3c(c2)OCO3)c2ccc(O)cc12 | -2 | 0.0 | 0 | 1.3
CC(N)Cc1c[nH]c2ccc(Cl)cc12 (centres undefined) | -2 | -0.1 | -12 | -0.2

Arranged by molar mass (largest number first): part of the list above.
Compound | TEAD-YAP block | FBW7 act | MITF inh | GPR151 ag
CCOc1ccc([C@H]2[C@H](C(=O)C34CC5CC(CC(C5)C3)C4)N3C=Cc4ccccc4[C@H]3C2(C#N)C#N)cc1 | 10 | -0.1 | 12 | 1.3
CCCCC/C(=N\O)c1c(C)[nH]c2ccccc12 | 3 | 0.5 | -5 | -0.9
CC(N)Cc1c[nH]c2ccc(Cl)cc12 (centres undefined) | -2 | -0.1 | -12 | -0.2

(more compounds)
Compound | TEAD-YAP block | FBW7 act | MITF inh | GPR151 ag
CC(C)P1(C(C)C)=NC(N(C)C)=C(C#N)C(c2ccccc2)=N1 | -5 | 0.9 | 24 | -1.8
CCOC(=O)C1=C(N)OC(C)=C(C(=O)OC(C)C)C12C(=O)Nc1ccccc12 (centres undefined) | 5 | 0.1 | 17 | -1.3
Cc1ccc(C)c(S(=O)(=O)NCCC(=O)OCC(=O)Nc2ccc(C#N)c(Cl)c2)c1 | 9 | -0.1 | 7 | 0.8
O=[N+]([O-])c1cccc(/C=C2\C(=N\O)C3CCN2CC3)c1 | -1 | -0.4 | -7 | 0.7
Cc1nn(Cc2ccccc2Cl)c(Cl)c1C(=O)O | 1 | 0.7 | 5 | -1.8
Fc1ccc(C2NCc3ccccc3-n3cccc32)cc1 (centres undefined) | -4 | 0.0 | 15 | 0.6
Cc1ccc(N=CN(C)C=Nc2ccc(C)cc2C)c(C)c1 | 8 | -0.1 | -19 | -0.5
COc1ccccc1-n1c(/C=C/c2ccc(O)cc2)nc2ccccc2c1=O | 2 | 0.1 | -8 | -0.7
COc1ccc(NC(=O)c2cn(CCC#N)nc2-c2ccc([N+](=O)[O-])cc2)cc1 | -6 | -0.1 | -10 | 1.0
Cc1ccc2oc(=O)c3cc(C(=O)N4CCC5(CC4)OCCO5)sc3c2c1 | -9 | 0.9 | 19 | 0.6
CCN1CC2(COC)CC[C@H](O)C34C5C[C@@H]6C(OC)C[C@@](O)(C5[C@H]6OC(C)=O)[C@@H](CC23)[C@@H]14 (some centres undefined) | 3 | 0.0 | -1 | 5.4*
CC1CCCCN1C(=O)Cn1cc(C=C2C(=O)N(C)C(=O)N(C)C2=O)c2ccccc21 (centres undefined) | 6 | -0.4 | -7 | 1.0
Cc1ccc(NC(=O)c2cccn(Cc3cccc(Cl)c3)c2=O)cc1C | -7 | 0.9 | -8 | -0.7
O=c1oc2ccccc2c(O)c1C(c1cc(Cl)cc([N+](=O)[O-])c1O)c1c(O)c2ccccc2oc1=O | -3 | -0.1 | -6 | 1.6
Cc1cc(C)nc(NS(=O)(=O)c2ccc(N=Cc3c(O)n(C)c(=O)n(C)c3=O)cc2)n1 | 8 | -0.3 | 3 | 0.4
COC(=NC1CCCCC1)C(O)c1c[nH]c2ccccc12 (centres undefined) | 18 | 0.0 | 6 | 0.3
COc1ccc(/C=C2\N=C(c3cncc(Br)c3)OC2=O)cc1 | 9 | 0.4 | 4 | -0.6
O=C1CC(=O)N(c2ccc(Br)cc2)C(=O)N1 | -4 | -0.1 | -1 | -1.4
CCCCn1c(C)c(C(=O)OCC)c2cc(OC(=O)c3cccc([N+](=O)[O-])c3)c3ccccc3c21 | 1 | 0.4 | 17 | -0.4
COc1ccc(OCC(=O)N2CCN(Cc3ccc(C)cc3)CC2)cc1 | -6 | -0.1 | 36 | -1.2
CSc1ncc(/C=C2/C(=O)NC(=O)N(c3ccc(C(C)C)cc3)C2=O)cn1 | 6 | 0.0 | 5 | -0.1
CC(C)(C)C1=NN(CC(=O)NC2CN3CCC2CC3)C(=O)c2cc3ccccc3n2C1 (centres undefined) | -5 | -0.1 | -11 | 0.1
O=C(CN1C2CCC1CC(O)(c1ccco1)C2)NC1CC1 (centres undefined) | 0 | 0.1 | 8 | -0.1
O=[N+]([O-])c1ccccc1CN1CCN(c2ccccc2F)CC1 | -1 | 0.2 | 50 | -1.8
N/C(=N/[N+](=O)[O-])N1CCN(C(=O)C2CCCCC2)CC1 | -7 | 0.1 | -2 | 3.7
O=c1c2ccccc2nc(/C=C/c2ccccc2O)n1-c1cccc([N+](=O)[O-])c1 | -6 | 0.0 | 1 | -1.2
Oc1cc2c(cc1O)[C@H]1c3ccccc3CN[C@@H]1CC2 | -4&-4 | -0.2&-0.3&-0.2 | -3&9&-6 | 1.1&4.1&-0.6
CCCn1c(C)c(C(=O)c2cccc3ccccc23)c2ccccc21 | · | -0.1 | -3&-53 | -0.8&-1.1
Cc1ccc(Cn2cccc(C(=O)Nc3cc(C)ccn3)c2=O)cc1 | 2 | 0.5 | 15 | -0.8
COc1ccc(CN2CCN(Cc3ccc(Cl)cc3)CC2)cc1Br | 12 | 0.0 | 80* | -0.5
O=C(Nc1ccc(Br)cc1F)C(Cl)(Cl)Cl | 13 | -0.1 | 15 | -1.3
CC1(C)C(C(=O)Nc2ccc(Br)cc2)C1(C)C | 5 | 0.1 | 11 | 1.6
COc1ccc2[nH]c(C)c(CCNCC(C)(C)C)c2c1 | 6 | 0.1 | 29 | 0.4
Cc1cc(-n2c(/C=C/c3ccc([N+](=O)[O-])cc3)nc3ccccc3c2=O)ccc1Br | 0 | -0.2 | 9 | -0.1
CC(c1nc2ccccc2s1)N1CCNCC1 (centres undefined) | 2 | 0.5 | 9 | 3.0
C[C@H]1C/C=C/[C@H]2[C@@H]3O[C@]3(C)[C@@H](C)[C@H]3[C@H](Cc4ccccc4)NC(=O)[C@]32OC(=O)O/C=C/[C@](C)(O)C1=O | -2 | 0.1 | 12 | 11*
O=C1/C(=C/c2ccc(C(F)(F)F)cc2)N2CCC1CC2 | 3 | -0.1 | 6 | -0.7
CSc1nnc(C2CCCNC2)n1C(C)C (centres undefined) | -1 | -0.1 | 1 | -1.3
CCOC(=O)C1=C(N)OC2=C(C(=O)CCC2)C12C(=O)N(CC(=O)OC)c1ccccc12 (centres undefined) | 7 | 0.1 | 2 | -0.5
O=C1CC(c2ccc(F)cc2)CN1 (centres undefined) | 1 | -0.1 | -4 | 2.0
O=C(CNC(=S)N(Cc1ccccc1)Cc1ccccc1F)N1CCC2(CC1)OCCO2 | 3 | 0.0 | 4 | -0.5
O=C(Nc1cc(F)ccc1F)c1cc2cccnc2n(Cc2ccc(F)cc2)c1=O | -13 | -0.2 | -8 | -0.1
Oc1ccc(CN2CCCC3CCCCC32)cc1 (centres undefined) | 4 | -0.1 | -6 | -1.1
CCn1c(=N)n(Cc2ccccc2F)c2ccccc21 | 12 | -0.1 | -1 | 0.5
CC(C)C1(C)N=C(c2ncccc2C(=O)O)NC1=O (centres undefined) | 2&5 | -0.1&-0.2 | 3&10 | 0.9&1.7
Cc1cc(-n2c(/C=C/c3cccc(O)c3)nc3ccccc3c2=O)ccc1Br | 3 | 0.0 | -3 | 0.0
CCOC(=O)C1C2NC(=S)N(c3ccccc3OC)C1(C)Oc1c(Cl)cc(Cl)cc12 (centres undefined) | 0 | 0.2 | 20 | 0.7
Cc1ccc(-n2c(/C=C/c3cccc(Cl)c3Cl)nc3ccccc3c2=O)cc1 | 30 | 0.1 | -8 | 1.2
O=[N+]([O-])/C=C/Nc1cccc([N+](=O)[O-])c1 | 13 | 0.5 | 15 | -0.9
CN(C)CCN1C(=O)C2C3c4ccccc4C(c4ccccc43)C2C1=O (centres undefined) | 0 | 0.1 | 6 | 3.0
COc1ccc(-c2c(C#N)c(N)nc3c2CN(C)CC3)cc1 | 11 | 0.1 | 8 | -0.8
CN1CCN(c2ccc([N+](=O)[O-])s2)CC1 | 5 | 0.0 | 22 | -2.1
O=C(NC1CCCCCC1)C(Cl)(Cl)Cl | -3 | 0.1 | 0 | 0.8
CCC1(Cc2ccccc2)C(=O)NC(=O)NC1=O | -1 | 0.1 | 2 | 0.4
CC(c1ccccc1F)n1cc(C(=O)Nc2ccc3nc[nH]c3c2)nn1 (centres undefined) | -9 | -0.1 | 1 | 0.3
O=C(NC(O)C(Cl)(Cl)Cl)c1ccc(Br)cc1 (centres undefined) | 2 | -0.4 | -16 | -0.4
O=C1CC(=O)N(C2CCCCC2)C(=O)N1 | 8 | -1.1 | 17 | -0.1
O=C(c1ccccc1Cl)c1cc(Cl)ccc1NC(=O)c1cnc2n(c1=O)CCS2 | -1 | 0.0 | -13 | -0.8
CC(C)N1CCN(Cc2cccc(F)c2)CC1CCO (centres undefined) | -11 | -0.1 | -4 | 1.1
O=C(c1ccccc1)c1cc(Cl)ccc1NC(=O)c1nc[nH]c1C(=O)N1CCCCC1 | -2 | 0.0 | -2 | 0.1

Other structures follow.
Compound | TEAD-YAP block | FBW7 act | MITF inh | GPR151 ag
c1ccc2sc(C3(N4CCCCC4)CCCCC3)cc2c1 | -9 | 0.2&-0.1 | 14&-8 | -0.9&1.3
CCC(=O)OC1(c2ccccc2)CCN(C)C2CCCC21 (centres undefined) | 0 | -0.2 | -8 | 0.2
C/C(=N\NC(=O)c1ccc(F)cc1)c1ccccn1 | -43 | 0.2 | 18 | 0.1
Nc1c(C(=O)O)cc([N+](=O)[O-])cc1[N+](=O)[O-] | -5 | -0.1 | 1 | 0.0
Brc1ccc(CN2CCNCC2)cc1 | -11 | 0.0 | 8 | 0.7
COc1ccc(CC2C(=O)NC(=S)NC2=O)c(OC)c1 | 0 | -0.2 | 10 | 0.2
CCOc1ccc(NC(=O)CCc2nc(C3=CCN(C)CC3)no2)cc1 | 2 | -1.6 | 83* | -0.7
COC(NC(=O)c1ccco1)C(Cl)(Cl)Cl (centres undefined) | 1 | 0.4 | 17 | -1.0
c1cncc(CNCCc2c[nH]c3ccccc23)c1 | 5 | 0.2 | 84* | -0.9
CCC(=O)Nc1ccc(Cl)c(Cl)c1 | 3 | 0.1 | -4 | -0.8
CCCCCC[C@H]1C(=O)O[C@H](C)[C@H](NC(=O)c2cccc(NC=O)c2O)C(=O)O[C@@H](C)[C@@H]1OC(=O)CC(C)C | 50* | 0.1&0.1 | -17&-8 | 0.4&1.7
O=C(CN1CCN(C(=O)Cc2ccccc2)CC1)Nc1ccccc1F | 2 | 0.8 | 0 | -1.0

As entered above:
C/C(=N\NC(=O)c1ccc(F)cc1)c1ccccn1 | MITF inh: 18
O=C(CN1CCN(C(=O)Cc2ccccc2)CC1)Nc1ccccc1F | GPR151 ag: -1.0
COC(NC(=O)c1ccco1)C(Cl)(Cl)Cl (centres undefined) | MITF inh: 17
CCOc1ccc(NC(=O)CCc2nc(C3=CCN(C)CC3)no2)cc1 | FBW7 act: -1.6
